Pol kappa inh – qHTS for Inhibitors of Polymerase Kappa; hit rate 0.53% among 400,000; Potency, µM (highest dose often 107 µM), for the others: top-dose activity, negative = inhibition, actives largely listed as inhibitors; DNA polymerase kappa (Homo sapiens), Q9UBT6; purified Pol kappa, fluorescent DNA synthesis assay, 10 min; AID 588579, 2011; note: % is set by controls: 0 for no effect and ±100 for the full control effect
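Pol kappa 10 nM + cpd, 15 min RT; start w/ substrate 50 nM final; fluorescence kinetic read, 0 and 10 min. Neg ctrl: buffer, no enzyme.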
BLM inh – qHTS Assay for Inhibitors of Bloom's syndrome helicase (BLM); RecQ-like DNA helicase BLM (Homo sapiens), P54132; recombinant BLM DNA unwinding, fluorescence dequenching; Potency, µM (series often up to 56.1 µM), without a hit: top-dose activity change, negative = inhibition, actives largely listed as inhibitors; hit rate 0.2% among 350,000; AID 2528, 2010;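 note: plate controls were vehicle for no effect and no enzyme for full effect; nearly all actives have a fitted effect of over 35% in size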
G9a inh – qHTS Assay for Inhibitors of Histone Lysine Methyltransferase G9a. hit rate 8.8% among 350,000. AID 504332, 2011. Potency, µM (highest dose often 102 µM), inactives show at the top dose activity, negative = inhibition, actives largely listed as inhibitors. Histone-lysine N-methyltransferase EHMT2 (Homo sapiens), Q96KQ7. G9a H3K9 monomethylation, AlphaScreen, 2 h; note: % is set by controls: 0 for no effect and ±100 for the full control effect; nearly all actives have a fitted effect of over 75% in size
Target sequence (Q96KQ7 913-1193 limits assumed): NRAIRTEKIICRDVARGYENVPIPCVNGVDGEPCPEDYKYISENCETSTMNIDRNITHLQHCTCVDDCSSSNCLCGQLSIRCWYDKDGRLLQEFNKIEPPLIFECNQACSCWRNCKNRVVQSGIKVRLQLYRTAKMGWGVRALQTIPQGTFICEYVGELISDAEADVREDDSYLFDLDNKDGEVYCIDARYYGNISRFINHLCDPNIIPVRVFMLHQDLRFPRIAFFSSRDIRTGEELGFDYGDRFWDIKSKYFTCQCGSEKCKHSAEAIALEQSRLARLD
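G9a (20 nM) preincubated 15 min RT with compounds, then 500 nM biotinylated H3K9 peptide and 20 uM SAM added; 2 h RT reaction. Monomethyl-H3K9 product detected by AlphaScreen with anti-H3K9me1 antibody, streptavidin donor and anti-rabbit IgG acceptor beads.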
BAZ2B inh – qHTS Assay for Inhibitors of BAZ2B; AlphaScreen BAZ2B-H3K14Ac peptide displacement; Potency, µM (highest dose often 114 µM), for inactives: top-dose activity change, negative = inhibition, most hits filed as inhibitors; hit rate 4.4% among 360,000; AID 504333, 2011; note: % is set by controls: 0 for no effect and ±100 for the full control effect; nearly all actives have a fitted effect of over 60% in size
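Complex of BAZ2B and biotin-H3K14Ac (50 nM apiece) forms over 30 min at RT, then faces library compounds up to 110 uM for another 30 min; AlphaScreen beads added, 20 min dark incubation, luminescence read.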
POLI inh – qHTS for Inhibitors of Polymerase Iota; DNA polymerase iota (Homo sapiens), Q9UNA4; Pol iota fluorescent replication assay, 10 min; Potency, µM (doses to about 115 µM), without a hit: at the highest dose activity, negative = inhibition, most hits filed as inhibitors; hit rate 1% among 390,000
Target sequence (Q9UNA4 whole entry, looked up): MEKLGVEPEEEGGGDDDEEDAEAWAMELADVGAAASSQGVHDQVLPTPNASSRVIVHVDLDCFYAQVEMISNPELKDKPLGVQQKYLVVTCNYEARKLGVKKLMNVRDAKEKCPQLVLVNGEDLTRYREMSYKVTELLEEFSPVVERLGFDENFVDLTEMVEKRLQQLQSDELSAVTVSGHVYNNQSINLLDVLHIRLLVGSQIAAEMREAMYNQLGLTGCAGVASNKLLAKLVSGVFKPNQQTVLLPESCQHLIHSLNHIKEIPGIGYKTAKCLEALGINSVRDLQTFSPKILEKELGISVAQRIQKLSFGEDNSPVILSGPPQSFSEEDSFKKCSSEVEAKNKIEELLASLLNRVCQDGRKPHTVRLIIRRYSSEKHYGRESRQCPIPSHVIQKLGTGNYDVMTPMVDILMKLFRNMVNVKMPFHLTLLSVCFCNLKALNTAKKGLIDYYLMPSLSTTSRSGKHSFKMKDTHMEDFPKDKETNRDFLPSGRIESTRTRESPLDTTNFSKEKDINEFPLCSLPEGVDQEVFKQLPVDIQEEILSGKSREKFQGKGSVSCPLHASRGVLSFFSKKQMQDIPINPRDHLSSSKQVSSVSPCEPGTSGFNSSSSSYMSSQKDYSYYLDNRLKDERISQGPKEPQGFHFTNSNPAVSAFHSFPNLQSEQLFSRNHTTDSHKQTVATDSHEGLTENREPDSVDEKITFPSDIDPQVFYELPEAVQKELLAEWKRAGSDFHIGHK
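Pol iota at 10 nM preincubated 15 min with compounds at room temperature; reaction started with fluorescent substrate, 50 nM final. Fluorescence read kinetically at 0 and 10 min; buffer-only wells as negative control.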
POLB inh – qHTS Assay for Inhibitors of DNA Polymerase Beta | P06746 | hit rate 1.3% among 340,000 | AID 485314, 2010 | Pol beta primer extension/strand displacement, fluorescence kinetic | Potency, µM (top dose mostly 114 µM), inactives show at the top dose activity change, negative = inhibition, usual class: inhibitors; note: % is set by controls: 0 for no effect and ±100 for the full control effect
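10 nM enzyme + cpd, 15 min RT; start with substrate 50 nM final; read 0 min and after 10 min RT. Corrected, normalized data; 4-parameter Hill curve fit.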
APE1 inh – qHTS Assay for Inhibitors of the Human Apurinic/apyrimidinic Endonuclease 1 (APE1); DNA repair nuclease/redox regulator APEX1 (Homo sapiens), P27695; recombinant APE1, TAMRA/BHQ-2 abasic DNA cleavage fluorescence; Potency, µM (series often up to 65.8 µM), inactives show at the highest dose activity change, negative = inhibition, most hits filed as inhibitors; hit rate 0.35% among 350,000; AID 2517, 2012;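 note: plate controls were vehicle for no effect and reference inhibitor for full effect; nearly all actives have a fitted effect of over 55% in size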
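APE1 at 0.75 nM final was preincubated with compound 15 min at room temperature, then 50 nM double-stranded THF abasic-site substrate (5'-TAMRA/3'-BHQ-2) was added. Fluorescence (ex 525/em 598 nm) was read kinetically; third-minus-first read gave activity.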
Apoferritin bind – qHTS Assay for Identification of Novel General Anesthetics; Ferritin light chain (Equus caballus), P02791; apoferritin/1-aminoanthracene competitive binding, fluorescence; hit rate 0.074% among 350,000; AID 485281, 2010; Potency, µM (titrated, usually from 77.5 µM), inactives show at the top dose activity change, negative = displacement, usual class: inhibitors; note: % is set by controls: 0 for no effect and ±100 for the full control effect; nearly all actives have a fitted effect of over 20% in size
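Concentration-response curves derived by four-parameter Hill fitting of normalized fluorescence, where compounds displaced 1-AMA from 10 uM horse apoferritin following a brief 10 min room-temperature incubation; propofol titration acted as positive control.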
POLH inh – qHTS for Inhibitors of Polymerase Eta; DNA polymerase eta (Homo sapiens), Q9Y253; recombinant Pol eta, fluorescent DNA replication assay; Potency, µM (doses to about 114 µM), without a hit: at the top dose activity change, negative = inhibition, hits mostly inhibitors; hit rate 1.2% among 390,000; AID 588591, 2011; note: % is set by controls: 0 for no effect and ±100 for the full control effect
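Pol eta at 10 nM preincubated with compounds 15 min at room temperature; reaction started with fluorescent substrate (50 nM final) and read kinetically at 0 and 10 min.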
The depositor's hits bear a star; ? = inconclusive; nt = no result given; & = joins results of further samples; [ ] = dose if it differs, or a comment. Calls come from the whole dose curve; as a rule, active = well fitted curve in the direction sought with a large enough effect; inconclusive = small, poorly fitted or top-dose-only effect, or another doubt; inactive = no such curve, though single readings can be large; an effect the other way counts as inactive or inconclusive. Potency is the fitted concentration of half-maximal effect. Not all compounds are listed; rates above refer to the full screens.

SMILES	Pol kappa inh	BLM inh	G9a inh	BAZ2B inh	POLI inh	POLB inh	APE1 inh	Apoferritin bind	POLH inh
Cc1nn(C(=O)c2ccco2)c(C)c1Br	3%	0%	20%	10%	1%	?	2%	?	-8%
CCC[C@H]1COCCS(=O)(=O)N1Cc1ccccc1	-20%&-2%	0%	-2%	9%	8%&17%	40%	9%	1%	-12%
Cc1ccc(S(=O)(=O)N2CCC(=O)N(CCOCc3cccc(F)c3)CC2)cc1	3%	3%	18%	2%	35%[activator]	-19%	-2%	-7%	-13%
COc1cccc(CN(C(=O)c2ccco2)C(C(=O)NC2CCCC2)c2cccnc2)c1 (stereo not drawn)	-6%	-1%	-6%[59 µM]	nt	0%	41%	5%	-10%	-6%
CC(=O)NCCC(=O)N(C)CC1CCN(CCc2cccc(C(F)(F)F)c2)CC1	-12%	-1%	66%[activator]	-29%	23%	5%	51%	-2%	-11%
Cc1ccc(C)c(NC(=O)CN(C)C(C)C(=O)N2CCCC2)c1 (stereo not drawn)	-16%	nt	nt	nt	16%	nt	31%	nt	1%
O=c1c(N2CCOCC2)nsnc1N1CCOCC1	0%	-6%	?	13%	17%	14%	27%	-4%	-2%
CCCC(=O)Nc1nn(C)c2nc3cc(C)ccc3cc12	nt	-5%	25%	0%	nt	1%	4%	-6%	nt
CCOC(=O)C1=C(COC(=O)C2CC(=O)N(c3ccc(C)cc3)C2)NC(=O)NC1C (stereo not drawn)	0%	nt	-30%	2%	16%	nt	6%	nt	-25%
CCCCNc1nnc(SCC(=O)c2c(N)n(C3CC3)c(=O)[nH]c2=O)s1	1%	nt	nt	nt	27%	nt	-5%	nt	-21%
CC(=O)OCC(=O)[C@@]1(OC(C)=O)[C@H](C)C[C@H]2[C@@H]3C[C@H](F)C4=CC(=O)C=C[C@@]4(C)[C@]3(F)[C@H](O)C[C@@]21C	-7%[12 µM]	1%[21.4 µM]	17%[21.5 µM]	nt	nt	nt	2%[21 µM]	-11%[29.3 µM]	nt
COc1ccc(C(=O)Oc2c(Sc3ccc(C)cc3)c(C)nn2C(C)(C)C)cc1OC	?	-6%	-30%[59 µM]	-1%	-87%	36%	nt	4%	-13%
Cc1ccc(NS(=O)(=O)c2c(C)[nH]c(C)c2C(=O)N2CCCCC2)c(Cl)c1	-4%	-11%	nt	?	3%	33%	3%	-7%	-12%
N/C(=N\O)c1cn(Cc2ccccc2Cl)c2ccccc12	-8%	-2%	-7%	-31%	113%[activator]	-13%	16%	-6%	-20%
COC(=O)c1c(NC(=O)COC(=O)CNC(=O)c2ccco2)sc(C)c1C	-2%	-6%	-1%[59 µM]	-27%	23%	-17%	-1%	-11%	-19%
O=C(COC(=O)c1ccc[nH]c1=O)NCCC1=CCCCC1	2%	nt	nt	nt	3%	nt	27%	nt	-10%
O=S(=O)(NC1=NCCCCC1)c1ccc2ccccc2c1	-3%	4%	23%[59 µM]	6%	26%	5%	-2%	-4%	-4%
COc1ccc(CNC(=O)CN(C(=O)CCC(=O)Nc2ccccn2)c2cccc(C)c2)cc1	-8%	-6%	nt	5%	14%	-1%	2%	-9%	-5%
CCOc1cccc(/C=N/NC(=O)c2cc(C3CC3)[nH]n2)c1O	-5%	-6%	78%[activator]	-1%[57.1 µM]	-3%	1%	-7%	6%	-3%
CCn1c(-c2cc(OC)c(OC)c(OC)c2)n[nH]c1=S	-4%	-1%	?	-8%	10%	-26%	-4%	-6%	-8%
O=C(O)CSc1nnc(COc2cccc3cccnc23)n1-c1cccc(C(F)(F)F)c1	6%	1%	?	-20%	-12%	-11%	-6%	-1%	-13%
CCCC1C2CN(C(C)C)CC=C2C(C#N)=C(N)C1(C#N)C#N (stereo not drawn)	-27%	-2%	40µM*	-8%	34%[activator]	-8%	-1%	95%[activator]	0%
CC1S/C(=N/N=C/c2ccco2)NC1=O (stereo not drawn)	-16%	-1%	-5%[59 µM]	-3%	-2%	-2%	-1%	-8%	-8%
Cc1ccc(S(=O)(=O)NC2=NCN(CCN3CCOCC3)CN2)cc1	-5%	0%	4%	-4%	10%	-24%	-1%	-7%	-7%
Cc1ccc(C(=O)Nc2ccn(C)n2)cc1	-4%	nt	0%[12.7 µM]	10%	8%	nt	38%	nt	-1%
NC(=O)C1c2ccccc2CSc2ccccc21 (stereo not drawn)	-8%	0%	-10%[59 µM]	-21%	13%	0%	-2%	-17%	-7%
CC(C)c1cc(=O)n2c(nc3ccccc32)[nH]1	1%	-7%	-4%	-3%	4%	7%	15%	-9%	6%
Cn1c(=O)n(C)c2cc(N3CCOCC3)c(NC(=O)c3ccc(Cl)cc3)cc21	9%	-1%	14%[59 µM]	-17%	26%	2%	nt	5%	-20%
COc1ccc(N(C(=O)c2ccco2)C(C(=O)NC2CCCC2)c2ccc(N(C)C)cc2)cc1OC (stereo not drawn)	3%	-1%	?	-31%	55%[activator]	2%	-1%	-8%	-9%
CSc1ccc(CNc2ccc(C)c(C)c2)cc1	-8%	-7%	89µM*	50µM*	-22%	0%	-12%	?	-8%
CN=c1scc(-c2ccc(Br)cc2)n1C	4%	-2%	?	-27%	22%	-3%	-2%	-17%	-4%
Cc1ccc(C)c(N(C(=O)c2csnn2)C(C(=O)NC2CCCC2)c2cccnc2)c1 (stereo not drawn)	1%	0%	13%	6%	37%[activator]	2%	-3%	-10%	-14%
CC(Sc1nnc(C(F)(F)F)n1C)C(=O)Nc1ccc(S(N)(=O)=O)cc1 (stereo not drawn)	14%	-3%	-2%	-16%	13%	1%	2%	0%	1%
Cc1ccc(NC(=O)N2CCc3ccccc32)cc1C	-7%	-2%	7%	0%	26%	3%	-1%	?	-10%
OCC(O)/C=N/Nc1nc2ccccc2s1 (stereo not drawn)	-8%	-2%	1%	-3%	-26%	5%	7%	-8%	-11%
Cc1cc(C)c(N=C2C(=O)Nc3ccccc32)c(C)c1	-40%	-2%	-20%	?	?	1%	-9%	-5%	2%
CCC(C)[C@H](N)c1nnc(SCC(=O)c2ccc(Cl)cc2)o1 (stereo partly drawn)	-12%	2%	-13%	-1%	-4%	7%	10%	-16%	-3%
CC[C@]12c3[nH]c4ccc(Cl)cc4c3CCN1C(=O)[C@@H](CC(=O)NC/C=C(\C)CCC=C(C)C)C[C@@H]2C(=O)N1CCN(C(=O)C2CC2)CC1	2%	nt	nt	nt	7%	nt	-20%	nt	-25%
COc1ccc(N2C(=O)CSC23C(=O)Nc2ccccc23)cc1OC (stereo not drawn)	-3%	-2%	-4%	-4%	12%	17%	0%	-15%	1%
O=C(O)COc1ccc(/C=N/n2cnc3scc(-c4cccs4)c3c2=O)cc1	-3%	-5%	-18%[59 µM]	8%	27%	-1%	28%	-18%	?

Some of the entries so far, with bars between the fields.
molecule | Pol kappa inh | BLM inh | G9a inh | BAZ2B inh | POLI inh | POLB inh | APE1 inh | Apoferritin bind | POLH inh
CCC(C)[C@H](N)c1nnc(SCC(=O)c2ccc(Cl)cc2)o1 (stereo partly drawn) | -12% | 2% | -13% | -1% | -4% | 7% | 10% | -16% | -3%
CC[C@]12c3[nH]c4ccc(Cl)cc4c3CCN1C(=O)[C@@H](CC(=O)NC/C=C(\C)CCC=C(C)C)C[C@@H]2C(=O)N1CCN(C(=O)C2CC2)CC1 | 2% | nt | nt | nt | 7% | nt | -20% | nt | -25%
COc1ccc(N2C(=O)CSC23C(=O)Nc2ccccc23)cc1OC (stereo not drawn) | -3% | -2% | -4% | -4% | 12% | 17% | 0% | -15% | 1%

The list goes on.
SMILES	Pol kappa inh	BLM inh	G9a inh	BAZ2B inh	POLI inh	POLB inh	APE1 inh	Apoferritin bind	POLH inh
COCc1cc(C)c2c(N)c(C#N)sc2n1	0%	1%	23%[59 µM]	8%	22%	22%	-3%	235%[activator]	-18%
Cc1ccc(OCCOCCN2CCN(C)CC2)c(C(C)(C)C)c1	-14%	-10%	14µM*	56µM*	15%	2%	21%	-5%	-21%
CCOc1ncccc1C(=O)N(C)CC(=O)Nc1ccc(F)cc1	-12%	1%	9%[59 µM]	-18%	41%[activator]	4%	9%	16%	-23%
Cc1noc(C)c1S(=O)(=O)N1CCC(C(=O)NCCN2CCC(C)CC2)CC1	2%	0%	18%[2.33 µM]	-1%	3%	44%	2%	-6%	-5%
CSc1ccccc1NC(=O)c1cc(-c2cccs2)on1	-6%	-3%	9%[59 µM]	1%	-10%	-1%	-4%	-13%	-9%
O=C(CN1CCN(c2ccccn2)CC1)Nc1ccccc1	-22%	5%	?	2%	3%	6%	-4%	-18%	5%
Cc1c(C(=O)O)cccc1-c1ccc(C=O)o1	?	-8%	?	-10%	?	28µM*	-1%	10%	5µM*
O=C(CCSCCC(=O)NCc1ccccc1)NCc1ccccc1	5%	-1%	-7%[12.7 µM]	4%	33%[activator]	-1%	1%	-13%	-13%
COC(=O)C1=NNC2C(=O)N(c3ccc(C)cc3)C(=O)C12 (stereo not drawn)	-7%	1%	21%	-9%	23%	3%	-2%	-5%	-6%
O=C(OCc1c(-c2ccccc2)ncc2ccccc12)c1cccc(Br)c1	-8%	nt	-2%[0.501 µM]	2%	21%	nt	3%	nt	-18%
CS(=O)(=O)N(CC(=O)NCCSCc1ccccc1)c1ccccc1F	-7%	0%	9%	-14%	34%[activator]	2%	12%	-13%	-18%
COc1ccc(C(=O)NC2CCN(C(=O)NC3CCCCC3)CC2)cc1	-4%	2%	3%	4%	8%	11%	-1%	-12%	12%
FC(F)(F)c1ccc(Oc2ccc3cc(Br)ccc3c2)nc1	-12%	-12%	79%[activator][59 µM]	8%	-9%	15%	14%	12%	-1%
O=C(NNC(=O)c1cc2ccccc2o1)c1ccc(Cl)cc1	-10%	-8%	-12%	-14%	90%[activator]	?	?	-7%	-5%

Screening data: PubChem, National Center for Advancing Translational Sciences (NCATS)
